CHRM5 antagonist: antagonists of human muscarinic M5 receptor (CHRM5). CHO-hM5 cells, Fluo-8 calcium fluorescence, ACh EC80. inhibition, % at 3 µM. hit rate 0.59% among 360,000. AID 624040;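 active means inhibition above a per-plate cutoff, the mean of that plate's test compounds plus 3 SD, cut at about 27% in these data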;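 further: 0% = acetylcholine EC80 with DMSO and 100% = DMSO without agonist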
Target sequence (P08912 whole entry, looked up): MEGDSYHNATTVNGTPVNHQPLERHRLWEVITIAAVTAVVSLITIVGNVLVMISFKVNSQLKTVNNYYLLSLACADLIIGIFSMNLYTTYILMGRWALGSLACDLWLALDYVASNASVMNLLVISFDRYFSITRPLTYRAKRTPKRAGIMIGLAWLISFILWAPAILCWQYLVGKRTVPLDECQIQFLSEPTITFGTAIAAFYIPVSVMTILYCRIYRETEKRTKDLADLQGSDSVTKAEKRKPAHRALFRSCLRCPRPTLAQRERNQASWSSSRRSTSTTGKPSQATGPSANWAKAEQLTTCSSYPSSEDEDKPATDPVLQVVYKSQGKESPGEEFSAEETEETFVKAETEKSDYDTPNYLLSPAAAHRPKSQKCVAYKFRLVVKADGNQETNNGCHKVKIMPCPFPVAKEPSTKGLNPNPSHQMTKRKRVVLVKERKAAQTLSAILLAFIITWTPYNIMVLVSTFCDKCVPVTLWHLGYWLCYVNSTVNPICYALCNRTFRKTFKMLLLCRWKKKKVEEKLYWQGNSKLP
CRFR2-BP ag: CRF-BP/CRF-R2 complex agonism | HEK293 CRF-R2/CRF-BP, calcium dye fluorescence (FLIPR); percent of saturating CRF peptide response | activation, % at 13.2 µM | hit rate 0.46% among 350,000 | AID 588473;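 active means activation of at least 50%, plus an integration ratio under a set limit after plate pattern correction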;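 further: plate controls were neutral control wells without compound for no effect and CRF at EC100 for full effect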
M4 ag: agonists of human muscarinic M4 receptor (CHRM4) | P08173 | CHO-K1 hM4/Gqi5, Fluo-8 calcium fluorescence; vehicle 0%, full acetylcholine response 100% | activation, % at 3 µM | hit rate 0.14% among 360,000 | AID 624127;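 active means activation above the run mean over all test wells plus 3 SD, cut at about 32% in these data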;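 further: peak over basal fluorescence ratio per well then scaled between controls; 0% = DMSO wells and 100% = acetylcholine at EC100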
Target sequence (P08173 whole entry, looked up): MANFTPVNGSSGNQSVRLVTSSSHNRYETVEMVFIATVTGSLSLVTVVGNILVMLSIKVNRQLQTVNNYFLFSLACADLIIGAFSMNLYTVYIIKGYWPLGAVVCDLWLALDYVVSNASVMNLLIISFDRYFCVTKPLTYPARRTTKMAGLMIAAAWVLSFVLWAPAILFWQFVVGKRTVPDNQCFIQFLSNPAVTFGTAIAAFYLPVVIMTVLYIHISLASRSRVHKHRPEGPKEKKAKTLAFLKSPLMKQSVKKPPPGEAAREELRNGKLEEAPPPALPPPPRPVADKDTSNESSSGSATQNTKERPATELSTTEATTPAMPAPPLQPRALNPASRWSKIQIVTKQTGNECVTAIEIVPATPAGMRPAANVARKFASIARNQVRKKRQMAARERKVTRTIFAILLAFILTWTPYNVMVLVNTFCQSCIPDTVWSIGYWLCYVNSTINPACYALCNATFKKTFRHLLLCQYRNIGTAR
CRFBP-R2 block: CRF-BP/CRF-R2 complex antagonism | HEK293 CRF-R2/CRF-BP, CRF-induced calcium fluorescence | inhibition, % at 11.8 µM | hit rate 0.59% among 350,000 | AID 588475;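 active means inhibition of the ligand-induced calcium signal above about 50% at the single tested concentration, limit read from the data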
M5 PAM: potentiates acetylcholine response at human M5 receptor. P08912. CHO-K1 hM5, Fluo-8 calcium, ACh EC20 PAM; 0% = ACh EC20, 100% = ACh EC100. activation, % at 3 µM. hit rate 0.3% among 360,000. AID 624038;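 active means activation above the run cutoff, the mean activation of all test compounds plus 3 SD, cut at about 18% in these data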
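Test system: CHO-K1 hM5 cells / Doses: single-point, 3 µM nominal / Times: Post-acetylcholine fluorescence recording 140 s / Technique: Fluo-8 calcium fluorescence / Measure: Max/basal fluorescence ratio as % of EC20–EC100 ACh window / Benchmarks: low control EC20 acetylcholine (0%), high control EC100 acetylcholine (100%) / Replicates: one well per compound, no replicates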
CHRM4 antagonist: antagonists of human muscarinic M4 receptor (CHRM4); CHO-hM4 cells, ACh EC80, Fluo-8 calcium fluorescence; hit rate 0.73% among 360,000; P08173; inhibition, % at 3 µM;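 active means inhibition above its plate's cutoff, the mean inhibition of sample wells plus 3 SD, cut at about 27% in these data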;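 further: 0% = acetylcholine EC80 with DMSO and 100% = DMSO without agonist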
CHRM5 agonist: agonists of human muscarinic M5 receptor (CHRM5); P08912; CHO-K1 hM5 cells, Fluo-8 calcium fluorescence; 0% DMSO wells, 100% maximal acetylcholine response; activation, % at 3 µM; hit rate 0.19% among 360,000; AID 624037;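 active means activation above the run's mean over test compounds plus 3 SD, cut at about 23% in these data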;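 further: signal is peak over basal fluorescence ratio across the kinetic read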
CHRM1 PAM: potentiates human M1 receptor response to acetylcholine; hit rate 0.088% among 360,000; CHO-K1 hM1, Fluo-8 calcium fluorescence, ACh EC20; 0% = ACh EC20, 100% = maximal ACh; activation, % at 3 µM; P11229; in the data active means activation above about 19%, passing the limit was not always enough
M4 PAM: CHRM4 positive allosteric modulation; P08173; activation, % at 3 µM; hit rate 0.4% among 360,000; CHO-K1 hM4/Gqi5, Fluo-8 calcium fluorescence, ACh EC20; 0% = ACh EC20, 100% = maximal ACh;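 active means activation above its plate's cutoff, the mean activation of sample wells plus 3 SD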; further: some results filed as inactive read as strong as hits
Starred values were filed as active, the others as inactive; · = not tested or not shown.

1: O=C(N/N=C/c1ccncc1)c1cc(-c2ccc(Br)s2)[nH]n1
2: Cc1ccc(S(=O)(=O)N/N=C/c2cnn(C)c2C)cc1
3: CCOc1ccc2nc(NC(=O)CSc3nc4cccnc4n3C)sc2c1
4: C#CCOn1c(-n2nc(C)cc2C)nc2ccccc2c1=O
5: CC(OC(=O)c1ccc(NC(N)=O)cc1)C(=O)Nc1ccc2c(c1)OCCO2 (configuration not stated)
6: O=C(O)CSc1nc2ccccc2n1C1CCCCC1
7: O=C(c1cccc(Cl)c1)N1CCN(c2ncnc3c2cnn3-c2ccccc2)CC1
8: O=C(c1ccc(N2CCCCS2(=O)=O)cc1)N1CCN(c2ccccc2F)CC1

Compound	1	2	3	4	5	6	7	8
CHRM5 antagonist	-2.0	-7.9	-8.9	-2.2	-1.0	3.4	2.5	6.9
CRFR2-BP ag	2.1	0.1	-0.7	-1.2	0.8	-1.6	-0.9	0.6
M4 ag	10.5	-0.2	1.5	1.4	3.5	0.6	0.2	5.4
CRFBP-R2 block	-15.6	13.8	7.4	26.6	8.9	1.0	3.4	5.6
M5 PAM	-2.2	1.8	3.0	2.5	8.9	9.3	0.8	-4.3
CHRM4 antagonist	-0.8	1.5	2.7	6.0	5.5	6.3	0.0	2.6
CHRM5 agonist	0.7	-3.1	-0.7	-4.0	2.1	2.4	-1.6	-0.4
CHRM1 PAM	-11.8	4.4	2.3	4.8	4.1	7.8	7.3	2.2
M4 PAM	-10.1	-0.4	-4.0	-0.2	12.0	4.7	6.2	-1.9

Another view of seven compounds above.
no. | mol | CHRM5 antagonist | CRFR2-BP ag | M4 ag | CRFBP-R2 block | M5 PAM | CHRM4 antagonist | CHRM5 agonist | CHRM1 PAM | M4 PAM
1 | O=C(N/N=C/c1ccncc1)c1cc(-c2ccc(Br)s2)[nH]n1 | -2.0 | 2.1 | 10.5 | -15.6 | -2.2 | -0.8 | 0.7 | -11.8 | -10.1
2 | Cc1ccc(S(=O)(=O)N/N=C/c2cnn(C)c2C)cc1 | -7.9 | 0.1 | -0.2 | 13.8 | 1.8 | 1.5 | -3.1 | 4.4 | -0.4
3 | CCOc1ccc2nc(NC(=O)CSc3nc4cccnc4n3C)sc2c1 | -8.9 | -0.7 | 1.5 | 7.4 | 3.0 | 2.7 | -0.7 | 2.3 | -4.0
4 | C#CCOn1c(-n2nc(C)cc2C)nc2ccccc2c1=O | -2.2 | -1.2 | 1.4 | 26.6 | 2.5 | 6.0 | -4.0 | 4.8 | -0.2
5 | CC(OC(=O)c1ccc(NC(N)=O)cc1)C(=O)Nc1ccc2c(c1)OCCO2 (configuration not stated) | -1.0 | 0.8 | 3.5 | 8.9 | 8.9 | 5.5 | 2.1 | 4.1 | 12.0
6 | O=C(O)CSc1nc2ccccc2n1C1CCCCC1 | 3.4 | -1.6 | 0.6 | 1.0 | 9.3 | 6.3 | 2.4 | 7.8 | 4.7
7 | O=C(c1cccc(Cl)c1)N1CCN(c2ncnc3c2cnn3-c2ccccc2)CC1 | 2.5 | -0.9 | 0.2 | 3.4 | 0.8 | 0.0 | -1.6 | 7.3 | 6.2

(next part)
9: COc1cccc(NC(=S)N2CCN(C/C=C/c3ccccc3)CC2)c1
10: CCOc1ccc(CC(=O)Nc2c3c(nn2C(C)(C)C)CS(=O)(=O)C3)cc1
11: CCOC(=O)CSc1nnc2c3ccccc3n(CC)c2n1
12: CSc1ncnc2c1ncn2CCCNCCCc1ccccc1
13: COc1ccc(N2CCN(c3nc4ccccc4n3CC(=O)c3ccccc3)CC2)cc1
14: CC(C)(C)[C@H]1COC(=O)CCC/C=C/C[C@H](CC(=O)NCCO)C(=O)N1
15: CCCCC(=O)N(C)c1c(C)nc2ccc(C(=O)N3CCN(C(=O)c4ccco4)CC3)cn12
16: CN(CC(=O)N1CCN(Cc2ccccc2)CC1)C(=O)Cc1ccc(Cl)c(Cl)c1

Compound	9	10	11	12	13	14	15	16
CHRM5 antagonist	-1.4	-3.8	-0.6	-7.0	8.2	6.5	9.8	7.5
CRFR2-BP ag	1.3	0.4	-1.8	-1.3	-0.4	-1.5	·	2.3
M4 ag	4.2	2.4	2.5	1.1	2.3	0.9	0.8	4.2
CRFBP-R2 block	-13.2	-2.4	13.5	1.7	33.5	-0.4	·	4.5
M5 PAM	-2.1	4.6	4.1	6.1	-5.1	-3.1	2.2	1.5
CHRM4 antagonist	-4.4	-3.7	0.2	-13.0	-0.4	7.5	-4.1	-5.0
CHRM5 agonist	-2.6	-0.9	2.2	-2.0	-4.3	0.3	2.9	-6.4
CHRM1 PAM	0.8	10.9	13.5	-2.1	1.1	-8.8	1.7	4.7
M4 PAM	-3.4	1.9	2.0	3.3	-6.6	-4.1	5.2	-5.9

17: COCC(C)N=C1NN=C(c2ccc(NC(C)=O)cc2)CS1 (configuration not stated)
18: Cc1ccc(NS(=O)(=O)c2cc(C(=O)N3CCN(C)CC3)ccc2C)cc1
19: CCc1nc2c(OCCn3cccc3)cccn2c1N(C)C(=O)C1CC1
20: NC(=O)c1c(-c2ccc(Cl)cc2Cl)csc1NC(=O)Cc1ccccc1
21: Oc1ccccc1N1CCN(c2nnnn2-c2ccccc2)CC1
22: CC(=O)Nc1ccc(S(=O)(=O)NCc2cccnc2)cc1
23: CC(=O)Oc1cc(C(=O)OCC(=O)NC23CC4CC(CC(C4)C2)C3)cc(OC(C)=O)c1OC(C)=O
24: CCOc1cc(N2CCOCC2)c(OCC)cc1NC(=O)COC(=O)c1ccc(Cl)cc1N

Compound	17	18	19	20	21	22	23	24
CHRM5 antagonist	7.4	-1.9	-1.3	38.1*	10.3	2.4	10.0	2.7
CRFR2-BP ag	-2.8	-2.7	·	1.2	-1.5	-1.4	0.2	0.1
M4 ag	0.3	0.2	-0.6	9.1	2.0	0.9	1.8	1.4
CRFBP-R2 block	19.3	1.4	·	0.1	6.0	10.8	-0.1	-12.4
M5 PAM	-2.2	1.7	0.2	-18.6	-6.0	-2.0	3.5	9.1
CHRM4 antagonist	-4.5	-7.8	7.4	2.7	-6.3	7.2	10.1	1.2
CHRM5 agonist	-1.4	-3.2	-1.8	-0.2	0.5	0.0	2.5	4.2
CHRM1 PAM	4.1	10.3	-3.8	-25.1	3.1	2.8	6.0	9.3
M4 PAM	-2.5	11.8	-7.0	-24.6	3.9	5.2	-2.3	12.8

25: CCCc1c(-c2cccc(Cl)c2)ncn1Cc1ccccc1OC
26: Cc1c(C(=O)c2ccc(Cl)cc2Cl)cnc2cc3c(cc12)OCO3
27: O=C(/C=C/c1ccc(Cl)cc1)NCCCn1ccnc1
28: COc1cc(/C=C2\SC(=S)N(NS(=O)(=O)c3ccccc3)C2=O)cc(OC)c1OC
29: Cc1csc(CCc2nc(C)cs2)n1
30: CC1Sc2ccc(S(=O)(=O)N3CCC(C(=O)Nc4ccc(Cl)cc4)CC3)cc2NC1=O (configuration not stated)
31: O=C(Cn1ccc2ccccc2c1=O)NCCC(=O)N1CCN(c2ccccc2)CC1
32: COc1ccc(C)cc1Nc1n[n+](-c2ccccc2)c(-c2ccc(C(=O)O)cc2)s1

Compound	25	26	27	28	29	30	31	32
CHRM5 antagonist	3.8	0.2	5.9	1.2	-0.9	33.1*	-2.5	11.2
CRFR2-BP ag	·	0.6	0.8	-0.3	-0.4	3.2	0.2	0.5
M4 ag	0.5	0.9	1.1	-0.7	0.0	14.4	1.7	-1.8
CRFBP-R2 block	·	-13.7	4.5	27.3	-5.9	1.1	-2.0	-8.1
M5 PAM	-9.1	-2.6	-4.1	10.8	-0.4	-13.2	5.1	-6.1
CHRM4 antagonist	-8.5	-0.5	-6.6	3.0	-1.1	30.0*	-1.7	3.2
CHRM5 agonist	-3.5	-1.7	-2.4	-15.7	-0.7	-0.4	1.6	0.2
CHRM1 PAM	·	5.0	2.2	5.9	6.0	-14.2	6.6	8.7
M4 PAM	-3.4	-5.3	1.2	6.7	-0.9	-12.2	-1.0	11.5

33: CC(OC(=O)CCN1C(=O)C2CC=CCC2C1=O)C(=O)Nc1ccc(F)cc1 (configuration not stated)
34: Cc1cnc(NC(=O)c2ccco2)s1
35: O=C(c1ccco1)N1CCN(CCCCN2C(=O)c3ccccc3C2=O)CC1
36: O=C(CN1C(=O)c2ccccc2S1(=O)=O)Nc1ccc([N+](=O)[O-])cc1
37: CC(C)(C)CC(C)(C)Nc1c(-c2ccc(O)cc2)nc2cnccn12
38: COc1cc(NC(=O)CC2NCCNC2=O)cc(OC)c1 (configuration not stated)
39: CC(CNS(=O)(=O)c1ccc(Cl)cc1)n1cncn1 (configuration not stated)
40: COC(=O)Cn1nc(-c2ccccc2)c2cc(Cl)ccc21

Compound	33	34	35	36	37	38	39	40
CHRM5 antagonist	2.7	-11.2	7.4	-4.7	6.3	2.9	14.5	6.5
CRFR2-BP ag	-1.8	3.2	4.5	-0.6	0.3	3.5	1.0	-0.5
M4 ag	2.9	0.6	0.7	3.9	4.4	0.3	-0.5	-0.3
CRFBP-R2 block	10.2	-12.0	-0.9	9.1	-33.6	6.3	6.7	-30.6
M5 PAM	3.6	3.9	-2.6	-1.4	2.8	0.4	-1.8	-7.8
CHRM4 antagonist	-12.5	5.3	6.3	-14.9	2.8	1.7	9.7	-7.9
CHRM5 agonist	0.7	4.0	-3.7	0.6	-2.4	-0.3	-1.4	-1.8
CHRM1 PAM	5.0	0.7	2.9	-3.9	5.0	-0.1	0.2	-7.8
M4 PAM	10.9	11.9	1.8	1.9	4.5	7.0	-3.4	-3.6

41: CCN(CC)CCCNC(=O)C1c2ccccc2C(=O)N(C)C1c1ccc(OC)cc1 (configuration not stated)
42: CC(C)C(=O)N1CCCC1(C)C(=O)Nc1ccc(-n2cccc2)cc1 (configuration not stated)
43: COc1cccc(C2c3[nH]c4ccccc4c3CCN2Cc2cccn2-c2ncccn2)c1 (configuration not stated)
44: CCCC(NC(=O)CCc1c(C)c2cc3c4c(oc3c(C)c2oc1=O)CCCC4)C(=O)O (configuration not stated)
45: CC(=O)ON=C1C=CC(=C(C#N)c2ccccc2)C=C1
46: CC(C)[C@H](NC(=O)OC(C)(C)C)c1cc(C(=O)N[C@@H](C)c2ccccc2)c(N)s1
47: CCOc1ccc(C2C=C(c3ccc(F)cc3)Nc3ncnn32)cc1 (configuration not stated)
48: CC(=O)Nc1cccc(-c2ccnc3c2CC(C(=O)NCc2cccs2)O3)c1 (configuration not stated)
49: COc1ccc(CCN(C)C(=O)c2cc(-c3ccc(C)cc3)nc3ccccc23)cc1OC

Compound	41	42	43	44	45	46	47	48	49
CHRM5 antagonist	-3.6	2.2	-2.5	6.5	-4.2	4.0	-5.3	6.0	5.0
CRFR2-BP ag	2.2	·	0.9	-0.3	·	·	1.5	·	-0.7
M4 ag	0.5	-0.4	4.0	-0.3	2.0	0.6	1.6	8.1	7.8
CRFBP-R2 block	-5.1	·	-11.5	3.2	·	·	5.4	·	-9.2
M5 PAM	-0.1	-0.2	-8.0	3.7	4.7	1.2	11.9	-3.7	-3.2
CHRM4 antagonist	0.7	-6.4	-12.1	-4.8	25.2	-7.3	-6.9	-14.0	-1.5
CHRM5 agonist	-0.4	-2.2	-5.2	-7.4	4.5	0.2	-2.4	3.2	-1.8
CHRM1 PAM	3.5	12.5	4.2	24.0	-0.3	·	1.6	1.1	13.6
M4 PAM	-1.8	3.6	-1.4	1.7	-0.4	7.7	3.9	0.4	-3.3

Assay outcomes from PubChem.
